From PubChem BioAssay
PfM18AAP inh – PfM18AAP inhibitors, malaria aminopeptidase, primary screen, biochemical, QFRET, recombinant enzyme | inhibition, % at 7.35 µM | H-Glu-NHMec fluorogenic cleavage | 290,000 compounds, 1.2% hits | M18 aspartyl aminopeptidase (Plasmodium falciparum 3D7);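 active means inhibition above the campaign mean inhibition over all tested compounds plus 3 SD, cut at about 28% in these data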;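 further: 0% = plate median of test compound wells and 100% = 2 mM ZnCl2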
OXTR potentiate – human OXTR potentiators, primary screen, fluorescence, CHO-OTR cells, Fluo-8 calcium | AID 2445, 2010 | Fluo-8 calcium fluorescence, potentiator mode; 0% = oxytocin EC15, 100% = EC100 | activation, % at 3 µM | 320,000 compounds, 0.061% hits;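 active means activation above that plate's cutoff, the mean activation of tested compounds plus 3 SD, cut at about 6.6% in these data, passing the limit was not always enough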;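 further: 100% uses oxytocin at 75 nM as the full agonist control; some results filed as inactive read as strong as hits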
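Assay system: CHO cell line stably expressing human OTR | Also added: Oxytocin at about EC15, sub-maximal agonist stimulus | Times: Compound 6 min at room temperature before oxytocin, 100 s read | Measured by: Fluo-8 intracellular calcium fluorescence, ex 470-495, em 515-575 nm | Controls: EC15 oxytocin alone as 0%, 75 nM oxytocin as 100%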
GPR7 antagonist – GPR7 receptor antagonists, primary screen, cell-based, fluorescence, single concentration | 290,000 compounds, 1.1% hits | AID 1861, 2009 | GPR7-expressing cells, fluorescence antagonist assay | inhibition, % at 4.4 µM | Neuropeptides B/W receptor type 1 (Homo sapiens), P48145; in the data active means inhibition above about 16%, passing the limit was not always enough;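 further: cells stimulated with the agonist NPW; 0% = agonist with vehicle and 100% = vehicle without agonist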
Target sequence (P48145 whole entry, looked up): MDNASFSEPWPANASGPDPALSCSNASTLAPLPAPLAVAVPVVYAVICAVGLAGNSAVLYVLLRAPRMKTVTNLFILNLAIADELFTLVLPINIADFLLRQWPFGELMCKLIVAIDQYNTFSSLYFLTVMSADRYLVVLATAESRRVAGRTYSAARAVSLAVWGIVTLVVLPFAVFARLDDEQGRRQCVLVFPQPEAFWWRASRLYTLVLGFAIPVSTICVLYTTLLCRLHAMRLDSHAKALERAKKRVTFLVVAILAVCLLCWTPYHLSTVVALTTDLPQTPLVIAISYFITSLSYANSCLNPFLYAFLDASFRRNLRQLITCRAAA
MEKK2 mut-MEK5 – MEK5 binding signal on mutant MEKK2 PB1, primary screen, biochemical, multiplex bead flow cytometry, Alexa488-MEK5; percent response, % at 10 µM; AID 1530, 2009; Alexa488-MEK5 binding to MEKK2 mutant; 290,000 compounds, 0.35% hits; in the data active means percent response above about 24%, passing the limit was not always enough; further: inactives centre near 1; some results filed as inactive read as strong as hits
MEKK2wt PB1 HTS – modulators of MEK5 binding to wildtype MEKK2, primary screen, biochemical, multiplex bead flow cytometry, Alexa488-MEK5. 290,000 compounds, 1.1% hits. Alexa488-MEK5 binding to MEKK2 WT; actives lie on both sides. binding response (% of control), % at 10 µM. Mitogen-activated protein kinase kinase kinase 2 (Homo sapiens), Q9Y2U5. AID 1531, 2009; in the data active means binding response below about 67% or above about 130%
NALP1 yeast inh – NALP1 inflammasome inhibitors in reconstituted yeast, colorimetric, S. cerevisiae, triplicate retest; S. cerevisiae NALP1/ASC/caspase-1 growth, X-gal OD620, 72 h; inhibition, % at 10 µM; 280,000 compounds, 0.61% hits; AID 2071, 2009; in the data active means inhibition mostly above about 24%, no sharp cut-off; inactive means mostly below about 32%; further: some compounds called inactive have numbers as strong as hits
OXTR ag – human OXTR agonists, primary screen, fluorescence, CHO-OTR cells, Fluo-8 calcium; Oxytocin receptor (Homo sapiens), P30559; Fluo-8 calcium fluorescence; normalized: DMSO 0%, oxytocin 100%; activation, % at 3 µM; 320,000 compounds, 0.32% hits; AID 2435, 2010;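 active means activation above the mean of all tested compounds plus 3 SD, cutoff set per screening run, cut at about 20% in these data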;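 further: peak over basal fluorescence ratio from a 100 s FLIPR kinetic read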
GalR3 antag – GalR3 antagonists in HEK293 cells, primary screen, cell-based, fluorescence readout; Galanin receptor type 3 (Homo sapiens), O60755; HEK293 GalR3-CNG cAMP membrane potential fluorescence; galR3 body fused to GalR1 C-terminus; inhibition, % at 3 µM; 360,000 compounds, 0.44% hits; AID 651719, 2012;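 active means inhibition above the screen-wide average plus 3 SD, cut at about 13% in these data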;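 further: forskolin and galanin both at EC90 stimulate the cells; cAMP rise reported by CNG channel membrane potential dye signal; 0% = forskolin plus galanin with DMSO and 100% = forskolin alone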
Target sequence (O60755 1-299 limits assumed): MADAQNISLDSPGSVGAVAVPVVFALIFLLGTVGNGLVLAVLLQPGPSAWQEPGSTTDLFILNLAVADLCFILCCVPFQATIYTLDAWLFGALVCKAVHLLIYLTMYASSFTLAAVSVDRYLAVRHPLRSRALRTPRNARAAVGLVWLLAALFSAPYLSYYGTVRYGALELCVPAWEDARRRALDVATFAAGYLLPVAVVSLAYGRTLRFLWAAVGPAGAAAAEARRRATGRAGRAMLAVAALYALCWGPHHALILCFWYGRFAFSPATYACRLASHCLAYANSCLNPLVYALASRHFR
V1aR counter – agonists of human V1a receptor, primary screen, counter-screen for OXTR agonist project, fluorescence, CHO-V1R cells | Vasopressin V1a receptor (Homo sapiens), P37288 | Fluo-8 calcium fluorescence, agonist mode; 0% DMSO, 100% 3 nM vasopressin | activation, % at 3 µM | 320,000 compounds, 0.25% hits;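 active means activation above the mean activation of all tested compounds plus 3 SD, per screening run, cut at about 20% in these data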;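 further: signal is peak over basal fluorescence ratio across a 100 second FLIPR read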
Target sequence (P37288 whole entry, looked up): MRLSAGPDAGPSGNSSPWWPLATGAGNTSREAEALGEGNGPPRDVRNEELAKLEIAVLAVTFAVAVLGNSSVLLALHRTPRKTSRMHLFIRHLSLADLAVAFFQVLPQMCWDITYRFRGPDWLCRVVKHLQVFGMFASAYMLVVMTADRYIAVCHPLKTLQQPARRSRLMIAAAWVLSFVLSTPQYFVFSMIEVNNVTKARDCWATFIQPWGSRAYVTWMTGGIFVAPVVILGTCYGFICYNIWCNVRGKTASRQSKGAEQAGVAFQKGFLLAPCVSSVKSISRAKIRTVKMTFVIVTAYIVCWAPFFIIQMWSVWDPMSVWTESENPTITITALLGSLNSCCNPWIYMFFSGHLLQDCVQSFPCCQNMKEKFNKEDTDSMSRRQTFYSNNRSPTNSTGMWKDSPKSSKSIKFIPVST
* = called active by the depositor; x = no result given.

1: CC1(C)Cc2ccccc2C(Nn2cnnc2)=N1
2: Cc1cc(C)nc(SCC(=O)NC2=NN=C(c3ccc(Br)cc3)CS2)n1
3: CCSc1nnc(NC(=O)C(NC(=O)c2ccc(Cl)cc2)C(C)C)s1 (stereo not drawn)
4: CN(C(=O)c1cc(COc2ccc(F)cc2Cl)on1)C1CCCc2ccccc21 (stereo not drawn)
5: O=C(CN1CCc2ccccc2C1)Nc1ccccc1C(=O)NC1CC1
6: CC(=O)Nc1ccc(NC(=O)CCCSc2nc3ccccc3s2)cc1
7: CN1C(=O)NC(c2ccc(O)cc2)C2=C1CN(c1ccc(O)cc1)C2=O (stereo not drawn)
8: COCCn1c(SC2CCOC2=O)nc2ccccc2c1=O (stereo not drawn)
entry no.	1	2	3	4	5	6	7	8
OXTR potentiate	-2	0	-11	-6	-5	-6	-2	-1
NALP1 yeast inh	-6	-7	-1	8	x	-16	-2	8
PfM18AAP inh	6	-1	3	2	x	2	-12	-12
GalR3 antag	-8	-4	-7	-4	-6	-3	-3	0
OXTR ag	0.7	-0.7	-2.0	1.1	-0.6	2.8	-0.3	0.5
MEKK2 mut-MEK5	-3	5	1	-3	x	-1	5	4
V1aR counter	0.8	0.0	1.1	5.6	0.0	3.4	0.7	0.0
MEKK2wt PB1 HTS	97	97	106	97	x	99	126	99
GPR7 antagonist	1	11	-17	-15	x	-6	-7	-16

Reprinted from the part before: 3 compounds; new compounds follow.
6: CC(=O)Nc1ccc(NC(=O)CCCSc2nc3ccccc3s2)cc1
7: CN1C(=O)NC(c2ccc(O)cc2)C2=C1CN(c1ccc(O)cc1)C2=O (stereo not drawn)
8: COCCn1c(SC2CCOC2=O)nc2ccccc2c1=O (stereo not drawn)
9: CCCc1nc2c(ccc3ccccc32)cc1CC
10: CSCCC(NC(=O)c1ccccc1Cl)C(=O)Nc1ccc(C)c(S(=O)(=O)N2CCOCC2)c1 (stereo not drawn)
11: O=C1CCC(c2ccccc2)=NN1
12: O=C(Cc1ccccc1)NC1CCSc2ccccc21 (stereo not drawn)
13: O=C1CN(C(=O)c2ccccc2)C(c2ccccc2)c2cc(Cl)ccc2N1 (stereo not drawn)
14: Cc1ccc(C2=NN(C(=O)COc3ncnc4ccccc34)C(c3ccco3)C2)cc1 (stereo not drawn)
15: NC(=S)N=Nc1c(O)n(CCCl)c2ccccc12
16: O=C(Cc1ccc(Cl)cc1)c1c[nH]c(C(=O)NCCCn2ccnc2)c1
entry no.	6	7	8	9	10	11	12	13	14	15	16
OXTR potentiate	-6	-2	-1	-6	-9	7	-10	-5	-15	-17	-7
NALP1 yeast inh	-16	-2	8	10	x	9	1	12	6	16	17
PfM18AAP inh	2	-12	-12	-11	x	-5	-1	0	-9	10	-6
GalR3 antag	-3	-3	0	-1	-4	7	0	-8	0	-1	-7
OXTR ag	2.8	-0.3	0.5	-0.5	-1.3	1.2	-1.0	0.0	-2.3	-0.2	-0.1
MEKK2 mut-MEK5	-1	5	4	10	x	-14	8	2	-1	1	-41
V1aR counter	3.4	0.7	0.0	1.5	1.2	0.9	0.3	2.4	-1.2	0.4	-0.7
MEKK2wt PB1 HTS	99	126	99	106	x	54	106	98	97	97	100
GPR7 antagonist	-6	-7	-16	-18	x	4	-5	0	-19	-15	-7

17: CCOc1ccc(C(=O)N(CN2CCCC2=O)c2cccc(Cl)c2)cc1
18: O=C(CN1C(=O)C2CCCCC2C1=O)OCn1nnc2ccccc2c1=O (stereo not drawn)
19: CS(=O)(=O)CCC(C(=O)O)N1C(=O)c2ccc(Oc3ccc(Cl)cc3)cc2C1=O (stereo not drawn)
20: Cc1ccc2[nH]c3c(=S)nc[nH]c3c2c1
21: Cc1ccccc1CN1C(=O)c2ccccc2S(=O)c2ccc(C(=O)NCCCN3CCOCC3)cc21 (stereo not drawn)
22: CC(C)(C(N)=O)c1ccccc1
23: COC(C[C@@H](O)[C@H](C)[C@@H](O)COCc1ccccc1)OC
24: C#CCNC(=O)C1=C[C@H](c2ccc(C#C)cc2)C[C@H](OCc2ccc(CO)cc2)O1
entry no.	17	18	19	20	21	22	23	24
OXTR potentiate	-24	-9	-3	0	-10	-3	x	0
NALP1 yeast inh	13	-9	11	20	12	1	20	x
PfM18AAP inh	8	4	2	9	0	-3	x	x
GalR3 antag	-1	-6	-7	1	1	-10	-6	-6
OXTR ag	0.3	0.1	-0.3	-1.9	2.4	-0.3	x	0.7
MEKK2 mut-MEK5	-6	1	6	0	3	22	4	1
V1aR counter	1.5	0.7	1.0	-1.1	0.8	0.8	x	-0.2
MEKK2wt PB1 HTS	93	100	106	101	105	102	97	99
GPR7 antagonist	1	-13	-19	-7	-3	-1	x	x

25: O=c1[nH]c(SCCN2CCOCC2)nc(O)c1-c1ccccc1
26: Cc1cn2c(nc1=O)OC1C(O)C(COC(=O)c3ccccc3)OC12 (stereo not drawn)
27: O=C(NCCC1=CCCCC1)C(=O)NCCc1ccc(Cl)cc1
28: CCOc1ccc(CN2CCNC(=O)C2CC(=O)NCc2ccccn2)cc1 (stereo not drawn)
29: O=C(Nc1cc(Cl)ccc1N1CCOCC1)c1cc2ccccc2o1
30: CN(C)N1C(N)=C(C#N)C(c2ccsc2)C2=C1CCCC2=O (stereo not drawn)
31: COCc1cc(CNC(=O)C2CCC(=O)N(Cc3cccc(OC)c3)C2)[nH]n1 (stereo not drawn)
32: CC(Sc1nnc(Nc2ccccc2)s1)C(=O)Nc1nc(-c2ccccc2)cs1 (stereo not drawn)
entry no.	25	26	27	28	29	30	31	32
OXTR potentiate	-4	3	-17	-1	3	3	x	-9
NALP1 yeast inh	-14	-3	-16	-12	-3	35	26	-25
PfM18AAP inh	1	1	4	3	3	9	-6	3
GalR3 antag	-4	-4	-1	1	-10	-12	1	-5
OXTR ag	0.5	0.8	-0.1	0.5	-0.9	-0.8	x	3.0
MEKK2 mut-MEK5	3	7	-2	7	0	-2	-3	0
V1aR counter	1.1	1.2	0.3	1.2	0.2	0.9	x	4.6
MEKK2wt PB1 HTS	104	111	98	104	88	94	97	98
GPR7 antagonist	2	-6	-12	-15	-7	-10	6	-10

33: COC(=O)c1ccc(/C=N/NC(=O)C(=O)N2CCCCCC2)cc1
34: CCOC(=O)c1sc(-c2ccc(Br)cc2)cc1N
35: CC1=NN(c2ccc(Br)cc2)C(=O)/C1=C/c1ccc(-c2ccccc2C(=O)O)o1
36: O=C1CCC(/C=C/c2ccccc2)=NN1
37: CC1CCCN(C(=O)C2(NC(=O)Nc3cccc(F)c3)CCCCC2)C1 (stereo not drawn)
38: COc1ccccc1C(=O)Nc1c2c(nn1-c1cccc(C)c1C)CS(=O)(=O)C2
39: CCOC(=O)c1sc(NC(=O)C(C)(C)C)cc1C
40: CCOc1ccc(S(=O)(=O)N2CCCCC2)c(C)c1C
entry no.	33	34	35	36	37	38	39	40
OXTR potentiate	-2	-11	5	-11	2	4	-2	x
NALP1 yeast inh	9	-6	21	10	-3	15	36	16
PfM18AAP inh	0	-6	-6	-7	-1	6	-4	0
GalR3 antag	-11	-8	-9	2	1	-6	-2	-8
OXTR ag	-0.1	-0.7	0.7	-0.3	2.7	-0.8	-1.6	x
MEKK2 mut-MEK5	4	-1	7	-13	-1	2	-5	1
V1aR counter	0.3	-0.1	0.5	0.3	3.5	0.5	-1.8	x
MEKK2wt PB1 HTS	101	100	101	78	105	98	102	98
GPR7 antagonist	-5	-12	-4	5	-2	-17	-9	-11

Complete entries, looked up by structure. Values in the order: OXTR potentiate | NALP1 yeast inh | PfM18AAP inh | GalR3 antag | OXTR ag | MEKK2 mut-MEK5 | V1aR counter | MEKK2wt PB1 HTS | GPR7 antagonist
`CCOC(=O)c1sc(-c2ccc(Br)cc2)cc1N` reads -11 | -6 | -6 | -8 | -0.7 | -1 | -0.1 | 100 | -12
`CC1=NN(c2ccc(Br)cc2)C(=O)/C1=C/c1ccc(-c2ccccc2C(=O)O)o1` reads 5 | 21 | -6 | -9 | 0.7 | 7 | 0.5 | 101 | -4

More records follow.
41: CC(C)c1ccc(CN2CCN(S(=O)(=O)c3ccc(Cl)s3)CC2)cc1
42: Cn1c(=O)n(CCc2ccccc2)c2ccccc21
43: CSCC[C@H](NC(=O)Nc1ccc(C)cc1C)C(=O)O
44: COc1cccc(C(=O)Nc2ccc(NC(=O)C(C)(C)C)cn2)c1
45: Cc1cccc(CN2CCC(Oc3ccc(C(=O)N4CCCC4)cc3)CC2)n1
46: O=C(/C=C/c1ccccc1Cl)Nc1ccc2c(c1)C(=O)NC2=O
47: CCOCCn1c(COc2ccccc2)nc2ccccc21
48: CCCn1c(=O)c(C(=O)N/N=C/c2ccc(F)cc2)c(O)c2ccccc21
entry no.	41	42	43	44	45	46	47	48
OXTR potentiate	-8	-1	-13	-8	1	-5	-7	-16
NALP1 yeast inh	x	2	5	-4	-1	18	15	16
PfM18AAP inh	x	1	0	-7	-5	2	6	3
GalR3 antag	-8	-3	0	-6	-2	3	2	-3
OXTR ag	-0.2	-2.0	0.6	0.0	-0.6	-1.0	-2.3	0.2
MEKK2 mut-MEK5	x	13	-1	-6	4	-2	3	-4
V1aR counter	1.1	-0.7	2.3	1.3	0.4	3.3	0.1	-1.9
MEKK2wt PB1 HTS	x	108	100	87	104	102	108	99
GPR7 antagonist	x	0	-2	-7	-2	-6	0	1

49: CCCC(C(=O)NC1CCCC1)N(Cc1cccs1)C(=O)c1snc(C(N)=O)c1N (stereo not drawn)
50: Cc1ccc(N(C)S(=O)(=O)c2c[nH]c3ccc([N+](=O)[O-])cc23)cc1
51: C(=C\c1ccco1)/c1nc2ccccc2[nH]1
52: Nc1nc(SCC(=O)Nc2ccccc2)nc2nc3c(cc12)CCCC3
53: COc1ccc(OC)c(/C(O)=C/C(=O)C(=O)Nc2ccccc2OC)c1
54: COc1ccc(CCNC(=O)CSc2nc(N)c3c(C)c(C)oc3n2)cc1OC
55: CN(C(=S)NC(=O)c1ccccc1)c1c(N)n(Cc2ccccc2)c(=O)[nH]c1=O
56: Cc1ccc(CN2CCN(C/C=C/c3ccc(F)cc3)CC2CCO)o1 (stereo not drawn)
entry no.	49	50	51	52	53	54	55	56
OXTR potentiate	-7	-14	-8	-11	-18	1	0	0
NALP1 yeast inh	4	-4	11	17	-1	10	x	-1
PfM18AAP inh	-1	4	2	-9	-5	-7	-11	-1
GalR3 antag	-7	-8	-4	-11	-4	-5	-10	0
OXTR ag	-1.7	5.6	0.1	-2.1	-1.1	-1.0	0.6	0.0
MEKK2 mut-MEK5	5	0	-3	-2	1	-14	8	-12
V1aR counter	0.5	5.2	0.6	1.7	0.3	-0.2	-0.5	-1.5
MEKK2wt PB1 HTS	102	99	99	92	104	86	113	69
GPR7 antagonist	2	-5	-6	1	1	-7	-6	1
